PfG6PD inh – PfG6PD (Plasmodium falciparum) enzyme inhibition | PfGluPho enzyme, NADPH resazurin-diaphorase fluorescence | inhibition, % at 20 µM | hit rate 0.78% among 350,000;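 active = inhibition reaching at least a set limit at 20 µM in the primary screen, cut at about 59% in these data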;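 note: 0% = DMSO wells with substrate and 100% = DMSO wells lacking glucose-6-phosphate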
SENP7 inh – blocks the human protease SENP7. recombinant SENP7, Z-RLRGG-aminoluciferin luminescence, 40 min. inhibition, % at 5 µM. hit rate 1.5% among 330,000. AID 434973;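 active = inhibition above about 50% at the single test dose, limit read from the data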;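 note: plate controls were DMSO with enzyme for no effect and no enzyme buffer wells for full effect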
NLRP3 yeast inh – NALP3 inhibition in yeast. inhibition, % at 10 µM. hit rate 0.39% among 330,000. AID 2825. Yeast reconstituted NLRP3/ASC/caspase-1, beta-gal luminescence, 24 h;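 active = inhibition of 50% or more; inactive = inhibition below 50%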;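 note: plate controls were induced DMSO wells for no effect and uninduced yeast grown without galactose for full effect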
SENP8 block-1 – SENP8 (human) protease inhibition; inhibition, % at 20 µM; AID 602440; recombinant SENP8, Nedd8 substrate fluorescence; hit rate 0.64% among 360,000; in the data active = inhibition mostly above about 40%, no sharp cut-off; inactive = mostly below about 27%
Target sequence (Q96LD8 whole entry, looked up): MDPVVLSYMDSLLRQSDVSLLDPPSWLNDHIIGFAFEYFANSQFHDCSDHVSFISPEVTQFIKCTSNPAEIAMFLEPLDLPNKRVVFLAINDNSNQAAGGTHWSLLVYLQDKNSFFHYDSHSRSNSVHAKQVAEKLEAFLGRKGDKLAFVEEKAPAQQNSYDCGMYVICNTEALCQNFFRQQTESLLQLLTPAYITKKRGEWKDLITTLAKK
Apaf-1 inh – inhibitors of human Apaf-1 apoptosome | reconstituted apoptosome caspase-3 activity, DEVD-Rh110 fluorescence | O14727 | hit rate 0.71% among 330,000 | inhibition, % at 20 µM; active = inhibition of at least 40% at 20 µM;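 note: plate controls were DMSO wells for no effect and DEVD-CHO caspase inhibitor wells for full effect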
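Material: cell-free apoptosome with Apaf-1, procaspase-3 and caspase-9; Buffer or medium: Hepes pH 7.5 with detergent and BSA; Reagent: cytochrome c trigger plus (Z-DEVD)2-Rh110 caspase-3 substrate; Times: compound with Apaf-1, dATP, procaspase-3 30 min, then 50 min reaction, room temperature; Technique: Rh110 fluorescence intensity.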
HKDC1 inh – inhibitors of human hexokinase HKDC1 | recombinant HKDC1, G6PDH/diaphorase resazurin coupled fluorescence | hit rate 0.16% among 340,000 | inhibition, % at 20 µM | Q2TB90;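 active = inhibition above about 35% when tested at 20 µM, limit read from the data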;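 note: plate controls were DMSO wells with enzyme for no effect and DMSO wells lacking enzyme for full effect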
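Incubation: 90 min at room temperature in dark / Material: recombinant HKDC1 (HK5) hexokinase enzyme, produced in-house / Quantity: enzyme 5 µg/mL final / Compound: one dose of 20 µM, 1% DMSO / Reagent: glucose and ATP substrates / Buffer or medium: Tris pH 8.0 buffer with MgCl2, Tween-20, BSA, BME / Technique: resorufin fluorescence at 613 nm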
SENP8 block-2 – blocks the human protease SENP8 | hit rate 1.2% among 330,000 | Q96LD8 | purified SENP8, Z-RLRGG-aminoluciferin cleavage, luminescence | inhibition, % at 10 µM | AID 2540; in the data active = inhibition above about 50%
SENP1 FRET inh – SENP1 (human) catalytic domain inhibition. Q9P0U3. recombinant SENP1 catalytic domain, CyPet-SUMO1-YPet FRET cleavage. inhibition, % at 10 µM. hit rate 0.21% among 360,000. AID 624204;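 active = inhibition at least 30% at 10 µM, raw YFP signal under a set limit, fluorescence ratio 0.5 to 1.5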;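 note: 0% = enzyme with DMSO and 100% = no enzyme wells; some results filed as inactive read as strong as hits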
Target sequence (Q9P0U3 419-644 limits assumed): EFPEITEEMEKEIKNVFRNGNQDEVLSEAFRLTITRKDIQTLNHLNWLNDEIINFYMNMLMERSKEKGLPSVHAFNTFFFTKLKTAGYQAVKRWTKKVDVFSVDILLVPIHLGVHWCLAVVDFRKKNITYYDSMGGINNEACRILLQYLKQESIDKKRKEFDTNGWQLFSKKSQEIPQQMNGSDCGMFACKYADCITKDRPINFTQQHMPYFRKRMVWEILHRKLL
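Material: hSENP1 catalytic domain, recombinant; medium: Tris pH 8 with BME, BSA, NP40 and catalase; compound: single concentration of 10 µM compound, 0.5% DMSO final; technique: FRET read of cyan and yellow fluorescence; timing: 50 min enzyme reaction, room temperature, light-protected; reagent: SFCypet-SUMO1-SFYpet substrate at 25 nM; control set: no-enzyme low, enzyme-DMSO high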
SENP6 block – SENP6 protease inhibition | Recombinant SENP6 catalytic domain, aminoluciferin luminescence | inhibition, % at 10 µM | hit rate 1.8% among 330,000 | AID 2599;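 active = inhibition above about 50% at the single tested dose, limit read from the data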;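 note: plate controls were DMSO wells with enzyme for no effect and DMSO wells lacking enzyme for full effect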
Target sequence (Q9GZR1 628-1112 limits assumed): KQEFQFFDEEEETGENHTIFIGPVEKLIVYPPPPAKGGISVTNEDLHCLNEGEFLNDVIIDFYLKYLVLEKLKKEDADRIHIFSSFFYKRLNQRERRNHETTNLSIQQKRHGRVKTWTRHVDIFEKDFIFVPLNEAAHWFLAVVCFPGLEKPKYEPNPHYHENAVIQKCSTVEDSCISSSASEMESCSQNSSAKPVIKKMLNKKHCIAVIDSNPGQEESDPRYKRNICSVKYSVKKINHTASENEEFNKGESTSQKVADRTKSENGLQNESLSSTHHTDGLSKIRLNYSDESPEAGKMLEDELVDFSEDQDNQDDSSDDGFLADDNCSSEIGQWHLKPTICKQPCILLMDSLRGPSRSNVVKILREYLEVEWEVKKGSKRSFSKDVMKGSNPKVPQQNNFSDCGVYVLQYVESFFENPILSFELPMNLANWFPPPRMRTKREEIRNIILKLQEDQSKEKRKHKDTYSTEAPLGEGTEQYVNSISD
* hit, by the source's call; / = no result given. Compounds were not picked by outcome. Share with any hit: about 4.1%.

[1] COc1ccc([N+](=O)[O-])cc1N(CC(O)CN(CC(C)C)CC(C)C)S(=O)(=O)c1ccccc1 (stereo unspecified)
[2] COc1ccc2c(c1)CCc1c-2n[nH]c1C(=O)NCCC(C)C
[3] CC(C)(C)c1csc(NC(=O)c2c(F)c(F)c(F)c(F)c2F)n1
[4] CC(C)[C@H](NC(=O)N1CC(=O)Nc2ccccc21)C(=O)N[C@@H](Cc1c[nH]c2ccccc12)C(=O)O
[5] Cc1onc(-c2ccccc2Cl)c1C(=O)Nc1ccc(CN2CCCC2)cc1
[6] CSc1ccccc1C(=O)N1CCC2(CC1)CC(=O)c1ccccc1O2
[7] Cc1ccc(N(CC(=O)Nc2cccc(C)c2)S(=O)(=O)c2cccc3nonc23)cc1
[8] COc1ccc(C(=O)NC(=S)N(C)C2CCCCC2)cc1Br

compound no.,1,2,3,4,5,6,7,8
PfG6PD inh,21,5,12,-7,-9,9,12,1
SENP7 inh,4,60*,-5,-1,-1,1,-2,5
NLRP3 yeast inh,23,32,21,3,1,15,6,28
SENP8 block-1,9,9,2,58*,5,-11,19,-4
Apaf-1 inh,-3,14,4,-5,-5,-1,8,5
HKDC1 inh,-5,4,1,3,-7,-4,1,-2
SENP8 block-2,0,56*,-1,-1,-2,-4,3,5
SENP1 FRET inh,0,0,2,3,1,1,2,1
SENP6 block,-10,48,-11,-5,-1,-3,-7,2

Brought forward from above: 3 compounds, then new ones.
[6] CSc1ccccc1C(=O)N1CCC2(CC1)CC(=O)c1ccccc1O2
[7] Cc1ccc(N(CC(=O)Nc2cccc(C)c2)S(=O)(=O)c2cccc3nonc23)cc1
[8] COc1ccc(C(=O)NC(=S)N(C)C2CCCCC2)cc1Br
[9] CSc1ccc(CNc2cccc3ccccc23)cc1
[10] CC1(C)OC(=O)C(=CNn2cnc3ccccc3c2=O)C(=O)O1
[11] O=S(=O)(c1ccc(-n2cnnn2)cc1)N1CCNCC1
[12] Cc1ccccc1Cn1ccc(NC(=O)c2onc(C)c2Cl)n1
[13] CC(C)(C)OC(=O)[C@H](CCCCN)NC(=O)c1[nH]cnc1C(=O)N[C@@H](Cc1ccccc1)C(=O)OCc1ccccc1
[14] COC(=O)[C@]1(Cc2ccccc2)N[C@H](c2ccc(-c3cccc(Cl)c3)c(OC)c2)[C@@H]2C(=O)N(C)C(=O)[C@@H]21
[15] COC(=O)Cc1ccc(NC(=O)C(c2ccccc2)c2ccccc2)cc1
[16] CCn1nnnc1SCC(=O)NCc1ccco1

compound no.,6,7,8,9,10,11,12,13,14,15,16
PfG6PD inh,9,12,1,24,-8,0,18,0,7,6,-10
SENP7 inh,1,-2,5,4,3,-1,1,3,/,-1,-1
NLRP3 yeast inh,15,6,28,47,4,3,19,15,/,23,-17
SENP8 block-1,-11,19,-4,-330,-5,18,10,15,-194,8,13
Apaf-1 inh,-1,8,5,-15,-15,0,7,65*,/,4,-2
HKDC1 inh,-4,1,-2,9,11,-8,0,1,9,-3,-3
SENP8 block-2,-4,3,5,6,1,-5,-3,-10,/,-4,4
SENP1 FRET inh,1,2,1,-3,-5,2,2,2,2,-3,-1
SENP6 block,-3,-7,2,26,1,9,-11,-9,/,-5,-6

[17] Cc1ccc(-n2c(N)c(-c3nc4ccccc4n3C)sc2=S)cc1
[18] CN(CCc1ccccn1)C(=O)Nc1ccc(Cl)cc1
[19] O=[N+]([O-])c1cc(-n2cnnn2)ccc1N1CCC(Cc2ccccc2)CC1
[20] COc1ccc(NC(=O)C2CCCN(S(=O)(=O)c3ccc4c(c3)oc(=O)n4C)C2)c(OC)c1 (stereo unspecified)
[21] CC1(C)CCCN(C(=O)c2ccc3c(c2NCCO)C(=O)c2ccccc2C3=O)C1
[22] COc1cc(OC)c(OC)cc1CN1CCCC(C(=O)c2ccccc2SC)C1 (stereo unspecified)
[23] c1ccc(-n2nnnc2SCc2cccc(CSc3nnnn3-c3ccccc3)n2)cc1
[24] O=Cc1cccn1Cc1ccc(Cl)cc1Cl

compound no.,17,18,19,20,21,22,23,24
PfG6PD inh,56,-13,2,-2,11,-6,8,24
SENP7 inh,-11,-7,0,1,-10,5,2,-7
NLRP3 yeast inh,9,9,5,13,-10,7,1,-18
SENP8 block-1,13,13,20,11,17,16,14,9
Apaf-1 inh,6,-5,28,-2,25,0,17,-10
HKDC1 inh,-18,-6,15,-5,17,0,5,17
SENP8 block-2,4,-11,-2,4,-1,-1,7,7
SENP1 FRET inh,-14,0,4,2,2,1,-2,1
SENP6 block,4,-9,-10,-8,-10,15,-7,-1

[25] O=C(CN1C(=O)/C(=C\c2cccs2)SC1=S)Nc1cccc(C(=O)O)c1
[26] CC(C)(Oc1ccc(Cl)cc1)C(=O)NCc1ccc(S(N)(=O)=O)cc1
[27] Cc1cc(C)c2cc(C(=O)N3CCC(N4CCCCC4)CC3)[nH]c2c1
[28] N#CC1(Nc2ccc(-c3ccc(NC4(C#N)CCCC4)cc3)cc2)CCCC1
[29] O=C1CC(c2ccccc2Cl)CC(O)=C1C=Nc1ccccc1 (stereo unspecified)
[30] CCc1ccccc1NC(=O)CN(C)C(=O)c1cccc(S(=O)(=O)N2CCCCCC2)c1
[31] NC(=O)C(c1ccccc1)c1ccc(C(=O)c2ccccc2)cc1 (stereo unspecified)
[32] O=C(Nc1ccccc1)c1ccc(-c2ccc(F)cc2)s1

compound no.,25,26,27,28,29,30,31,32
PfG6PD inh,-5,19,-12,13,6,7,3,-6
SENP7 inh,9,4,11,/,8,-4,2,4
NLRP3 yeast inh,9,9,10,/,30,2,12,-18
SENP8 block-1,18,5,-42,-70,-45,2,17,-10
Apaf-1 inh,-5,-13,7,/,5,-9,7,-13
HKDC1 inh,3,-2,-8,2,4,-2,-1,-3
SENP8 block-2,2,0,-10,/,8,4,-6,1
SENP1 FRET inh,-8,1,-16,2,-2,2,0,2
SENP6 block,8,0,-3,/,-2,-5,-14,-34

Part of the list above, reformatted:
item | smiles | PfG6PD inh | SENP7 inh | NLRP3 yeast inh | SENP8 block-1 | Apaf-1 inh | HKDC1 inh | SENP8 block-2 | SENP1 FRET inh | SENP6 block
27 | Cc1cc(C)c2cc(C(=O)N3CCC(N4CCCCC4)CC3)[nH]c2c1 | -12 | 11 | 10 | -42 | 7 | -8 | -10 | -16 | -3
25 | O=C(CN1C(=O)/C(=C\c2cccs2)SC1=S)Nc1cccc(C(=O)O)c1 | -5 | 9 | 9 | 18 | -5 | 3 | 2 | -8 | 8

(next part)
[33] O=C(CCNS(=O)(=O)c1ccccc1C(F)(F)F)NCC(c1ccco1)N1CCCCC1 (stereo unspecified)
[34] CCCCn1c(N)c(N(CCC(C)C)C(=O)c2[nH]c(C)c(C(=O)OCC)c2C)c(=O)[nH]c1=O
[35] CCC(=O)N/N=C/c1ccc(-c2ccc([N+](=O)[O-])cc2)o1
[36] CN(C(=O)COC(=O)CNC(=O)c1ccc(Cl)cc1Cl)c1ccccc1
[37] Cc1ccc(CSCC(=O)NN=C2CCN(C)CC2)cc1
[38] Cc1ccnc(NC(=O)CNC(=O)COc2ccccc2)c1
[39] CCOC(=O)C1(CCc2ccccc2)CCN(C(=O)C2=C(C)OCCO2)CC1
[40] Cc1ccc(C(=O)C(C)OC(=O)CNC(=O)c2ccc(Br)o2)cc1 (stereo unspecified)

compound no.,33,34,35,36,37,38,39,40
PfG6PD inh,-10,-5,2,-10,-10,6,-9,11
SENP7 inh,8,-4,-3,4,4,-1,3,1
NLRP3 yeast inh,11,18,23,15,18,-3,-7,8
SENP8 block-1,6,-7,-130,0,2,6,17,-29
Apaf-1 inh,1,5,6,-1,-3,-3,8,1
HKDC1 inh,-1,0,0,-9,-1,-6,-9,-3
SENP8 block-2,-8,1,-6,-6,2,16,0,-2
SENP1 FRET inh,2,-6,-27,0,2,-1,2,2
SENP6 block,-4,-11,-8,-5,3,-3,9,5

[41] CCOC(=O)CSc1nc2ccccc2c(=O)n1CC1CCCC1
[42] Cc1ccc(OCC(=O)c2cc(C)n(CC(F)(F)F)c2C)c([N+](=O)[O-])n1
[43] CCC(=O)Nc1ccc(NCc2ccc(-c3ccccc3)cc2)cc1
[44] COc1cc(OC)c(-c2nc(-c3ccncc3)no2)cc1OC
[45] NCCNC(=O)c1c(NC(=O)c2ccccc2)sc2c1CCCC2
[46] COc1ccc(CC(=O)NC2CCN(CC(=O)N3CCCc4ccccc43)CC2)cc1OC
[47] O=C(NC1CCCCC1)c1ccc(Cl)c(NC(=O)c2ccccc2F)c1
[48] O=C(c1nc2ccccn2c1CNCCCn1nnc2ccccc21)N1CCOCC1

compound no.,41,42,43,44,45,46,47,48
PfG6PD inh,-15,-11,14,5,15,-10,/,-3
SENP7 inh,7,-3,4,-1,4,-4,0,8
NLRP3 yeast inh,8,27,28,20,20,2,25,1
SENP8 block-1,16,7,-192,-43,-149,27,/,-1
Apaf-1 inh,12,3,10,-1,10,-7,-2,-9
HKDC1 inh,3,-1,9,-5,4,-11,/,-11
SENP8 block-2,0,-5,-8,-1,-4,-9,0,1
SENP1 FRET inh,3,1,2,-4,-98,2,/,-3
SENP6 block,-11,-28,-16,-8,0,-9,-4,-4

[49] CC(NC(=O)c1cccs1)C(c1cccs1)N1CCOCC1 (stereo unspecified)
[50] CN(C)CCCNC(=O)c1ccc(-c2nc(-c3ccc(Cl)cc3)cs2)cc1
[51] COc1ccc(CC(=O)OCc2cc3ccccc3[nH]c2=O)cc1
[52] Cc1ccc(N/C=C(\C#N)c2ccc(OCCCF)cc2)cc1
[53] Cc1nc2oc3c(NCc4ccccc4)ncnc3c2c2c1COC(C)(C)C2
[54] O=C(c1ccc(F)cc1)N1CCOCC1
[55] O=C(NCc1ccccc1Br)c1ccncc1
[56] CCCCc1noc(-c2c(-c3ccccc3Cl)noc2C)n1
[57] N#Cc1nc(COc2ccccc2)oc1N1CCN(c2cccc(Cl)c2)CC1
[58] COc1cc(C(=O)NCc2nnc(SCC(=O)NC3CCCCC3)o2)cc(OC)c1OC
[59] Cc1cn(C2CC(OC(=O)C(C)C)C(CO)O2)c(=O)[nH]c1=O (stereo unspecified)

compound no.,49,50,51,52,53,54,55,56,57,58,59
PfG6PD inh,-24,11,4,5,19,-12,13,20,-7,-7,9
SENP7 inh,2,2,-3,-12,1,-1,0,0,-6,-1,3
NLRP3 yeast inh,3,30,8,5,-32,4,-1,-1,15,0,6
SENP8 block-1,16,-204,-23,32,-235,2,5,16,16,5,21
Apaf-1 inh,-8,40,1,12,6,-8,6,4,26,-2,-2
HKDC1 inh,-4,-4,4,0,26,-10,-5,6,4,-7,-6
SENP8 block-2,4,-7,-2,-4,0,0,-7,5,-9,2,-4
SENP1 FRET inh,0,1,1,1,-1,1,-1,0,-4,2,1
SENP6 block,-61,2,-9,-19,7,-3,0,7,-19,9,10

Another view of two compounds above.
cpd	mol	PfG6PD inh	SENP7 inh	NLRP3 yeast inh	SENP8 block-1	Apaf-1 inh	HKDC1 inh	SENP8 block-2	SENP1 FRET inh	SENP6 block
52	Cc1ccc(N/C=C(\C#N)c2ccc(OCCCF)cc2)cc1	5	-12	5	32	12	0	-4	1	-19
58	COc1cc(C(=O)NCc2nnc(SCC(=O)NC3CCCCC3)o2)cc(OC)c1OC	-7	-1	0	5	-2	-7	2	2	9

Bioassay records from PubChem BioAssay.
